Compound activity (PubChem)
BoNT-A LC inh2: inhibitors of Botulinum neurotoxin A light chain protease | multiplex microsphere protease substrate cleavage, flow cytometry | inhibition, % at 10 µM | actives 0.17% (n = 360,000) | AID 588499; also: plate controls were buffer without enzyme for full effect and enzyme alone for no effect
TcdB inh: inhibitors of Clostridioides difficile toxin B glycohydrolase | P18177 | TcdB glycohydrolase enzymatic assay, plate reader | inhibition, % at 9.99 µM | actives 0.24% (n = 350,000) | AID 652162; in the data active = inhibition above about 10%
Vc quorum ag: induces V. cholerae light production without autoinducers; V. cholerae BH1578 lux reporter, luminescence, 6 h; activation, % at 18.7 µM; actives 0.16% (n = 350,000); in the data active = activation mostly above about 9.7%, no sharp cut-off; inconclusive = no clear call, values can overlap the other calls; inactive = mostly below about 3.7%; also: not every result past the cut was called active; inactives centre near 0; reference of the scale not given here
SARS 3CLpro inh: SARS-CoV 3CLpro protease inhibition; P0C6X7; actives 0.14% (n = 290,000); recombinant SARS-CoV 3CLpro, quenched FRET peptide cleavage; inhibition, % at 6 µM; AID 1706; in the data active = inhibition above about 12%
Y pestis TopoI: Y. pestis Topo-I inhibition via cleavage products | Y. pestis Topo-I cleavage product accumulation, plate reader | activity, % at 10 µM | actives 0.064% (n = 360,000); in the data active = activity above about 50%, passing the limit was not always enough; inconclusive = no clear call, values can overlap the other calls; also: inactives centre near 2
SSB-PriA inh: K. pneumoniae PriA-SSBct interaction inhibition; AID 1272365; actives 0.6% (n = 430,000); inhibition, % at 33 µM; AlphaScreen SSBct-PriA binding, biotinylated peptide; in the data active = inhibition mostly above about 37%, no sharp cut-off; inactive = mostly below about 20%;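 also: plate controls were negative control peptide for no effect and reference peptide for full effect; strong numbers were not always called active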
Anthrax LF prot: blocks Bacillus anthracis lethal factor protease. P15917. multiplex microsphere protease cleavage assay, LF. inhibition, % at 10 µM. actives 0.12% (n = 360,000). AID 588501; also: plate controls were buffer without enzyme for full effect and enzyme alone for no effect
PrPC surface inh: reduces human prion protein on the cell surface; cell surface PrPC, TR-FRET read-out; inhibition, % at 13.8 µM; actives 0.43% (n = 370,000); AID 720596; P04156; in the data active = inhibition above about 24%; also: 0% = median of the test wells and 100% = reference compound wells
PfHsp40 rescue: restores yeast growth despite PfHsp40 toxicity | S. cerevisiae expressing PfHsp40, growth rescue, ATP luminescence | growth rescue, % at 12.5 µM | actives 0.68% (n = 340,000) | AID 504582; in the data active = growth rescue above about 28%, passing the limit was not always enough; inconclusive = no clear call, values can overlap the other calls;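 also: yeast W303a lacking pdr1 and pdr3 grown in galactose medium; growth measured after three days at 30 °C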
Active calls of the source: *; i = inactive; ? = inconclusive; . = not tested or not shown; & = joins results of further samples. Rule as the data show it, unless noted: active = inhibition above about 30%; inconclusive = no clear call, values can overlap the other calls; inactive = below that. Some of the compounds tested. The share of hits here may be higher or lower than overall.

SMILES	BoNT-A LC inh2	TcdB inh	Vc quorum ag	SARS 3CLpro inh	Y pestis TopoI	SSB-PriA inh	Anthrax LF prot	PrPC surface inh	PfHsp40 rescue
Cn1cc(S(=O)(=O)CC(=O)Nc2ccc3c(c2)OCO3)c2ccccc21	-0.9	3.4	i	-2	-4	-5&8	-3	1	0.6
CCOC(=O)c1sc(-c2ccc(Cl)cc2)nc1O	0.1	1.3	-0.4	4	-4	-5	-10	8	?
Cn1c(=O)c2c(ncn2CC(=O)OCC(=O)Nc2sccc2C(N)=O)n(C)c1=O	-2.0	-1.8	-0.8	.	0	-2	1	-1	-0.8
O=C(CSc1ccc(F)cc1)Nc1ccccc1Br	-0.4	-4.5	-1.1	-3	11	-17	-8	12	-1.5
Cc1onc(-c2ccccc2Cl)c1C(=O)NNC(=O)c1nn(C)cc1Cl	-1.6	0.1	i	0	-7	-17	-2	5	-0.1
O=C(O)c1ccc(N2CC3CC(C2)c2cccc(=O)n2C3)c(NC(=S)Nc2ccc(Cl)cc2Cl)c1 (stereo not drawn)	-1.8	-0.2	-4.5	-1	-3	-14	3	3	0.4
CCOC(=O)c1c(NC(=O)CSc2nc3ccccc3o2)sc(C)c1C	?	1.6	-2.5	3	0	-21	-4	6	-0.7
Cc1ccc(N(C(=O)CNC(=O)c2ccco2)C(C(=O)NC2CCCC2)c2cccnc2)c(C)c1 (stereo not drawn)	-2.1	-0.3	-0.2	-2	-2	-6	-2	-3	0.2
O=C(NNC(=O)c1ccccc1F)C1=NN(c2ccccc2)C(=O)CC1	0.1	-0.4	-0.5	8	-3	-6	-1	3	-1.5
C[C@H](CO)N1C[C@H](C)[C@@H](CN(C)C(=O)Nc2ccc3c(c2)OCO3)Oc2c(NC(=O)Nc3ccccc3)cccc2C1=O	-0.5	0.8&2.4	-12	.	20	-1	-11	8	0.3
CCOC(=O)C1CCCc2c1[nH]c1ccc(Cl)cc21 (stereo not drawn)	-0.9	2.4	-0.4	2	-2	-4	-7	0	4.9
Cc1cccc(-c2nc(CS(=O)CC(=O)NCc3cccs3)c(C)o2)c1 (stereo not drawn)	-0.6	-0.6	i	-1	34	-2	-12	-13	0.3
CCOC(=O)c1ccc(N2C(=O)CC(N3CCN(C(=O)c4ccccc4)CC3)C2=O)cc1 (stereo not drawn)	0.4	1.6	i	1	-1	9	0	-3	53*
CC1CCN(S(=O)(=O)c2ccc(C(=O)Nc3nnc(-c4ccncc4)o3)cc2)CC1	-0.6	0.0	i	5	-2	2	-2	6	-0.2
CCCC(=O)Nc1ccc2c(c1)C(=O)N(CCC(=O)O)C2=O	-0.1	.	-2.1	0	4	-2	-2	-4	0.1

Brought forward from above: 5 entries; new compounds follow.
SMILES	BoNT-A LC inh2	TcdB inh	Vc quorum ag	SARS 3CLpro inh	Y pestis TopoI	SSB-PriA inh	Anthrax LF prot	PrPC surface inh	PfHsp40 rescue
CCOC(=O)C1CCCc2c1[nH]c1ccc(Cl)cc21 (stereo not drawn)	-0.9	2.4	-0.4	2	-2	-4	-7	0	4.9
Cc1cccc(-c2nc(CS(=O)CC(=O)NCc3cccs3)c(C)o2)c1 (stereo not drawn)	-0.6	-0.6	i	-1	34	-2	-12	-13	0.3
CCOC(=O)c1ccc(N2C(=O)CC(N3CCN(C(=O)c4ccccc4)CC3)C2=O)cc1 (stereo not drawn)	0.4	1.6	i	1	-1	9	0	-3	53*
CC1CCN(S(=O)(=O)c2ccc(C(=O)Nc3nnc(-c4ccncc4)o3)cc2)CC1	-0.6	0.0	i	5	-2	2	-2	6	-0.2
CCCC(=O)Nc1ccc2c(c1)C(=O)N(CCC(=O)O)C2=O	-0.1	.	-2.1	0	4	-2	-2	-4	0.1
O=Cc1ccccc1-n1cccn1	0.2	-0.3	-0.3	4	9	-6	-5	-3	1.3
CCN(CC)C(=O)CS(=O)CC(=O)Nc1cc(OCCOC)c(Cl)cc1Cl (stereo not drawn)	-1.3	0.8	i	0	2	-24	4	0	0.7
O=C(Cn1cnc2sc3c(c2c1=O)CCCC3)NCCCC(=O)N1CCC2(CC1)OCCO2	1.3	.	-3.2	-3	5	-2	-6	0	-0.9
COCCC1CCCCN1C(=O)c1cccc(OC2CCN(C3CCCC3)CC2)c1 (stereo not drawn)	0.6	-1.8	-0.2	-2	2	-1	-3	4	-0.9
COC(=O)COc1ccc(/C=C2/SC(=O)N(CC(=O)N3CCCC3)C2=O)cc1Br	-0.5	.	i	2	17	-12	-1	-14	-0.5
CCOc1ccc(CN(C)C(=O)c2cccc(S(=O)(=O)N3CCCC3)c2)cc1OC	3.0	0.9	2.8	.	0	-8	3	2	0.2
COc1cc(OC)cc(C(=O)/C=C2\Sc3ccccc3N2C)c1	-0.6	1.1	-0.2	-5	4	-4	3	4	-1.2
COc1ccc(NC(=O)COC(=O)CCC(=O)c2cccs2)cc1OC	0.7	1.0	2.4	.	0	-2	7	6	-0.6
CC1(C(=O)NS(=O)(=O)c2ccc(Br)cc2)CCN1C(=O)CCc1ccccc1 (stereo not drawn)	0.0	1.0	-0.9	.	-2	.	0	-8	.
O=C(N/C(=C/c1ccco1)C(=O)N1CCOCC1)c1ccc([N+](=O)[O-])cc1	-1.7	1.4	i	5	6	6	0	-31	-0.3
COC(=O)CCN(Cc1ccccc1)S(=O)(=O)c1ccccc1Br	-0.3	-3.4	-1.1	.	16	-6	-2	7	-0.6
Cc1ccccc1Oc1cc(NC(=O)CCCn2nc(C)c([N+](=O)[O-])c2C)cc([N+](=O)[O-])c1	0.8	.	-2.7	2	-8	10	-1	3	-1.4
O=C(COc1coc(CN2CCN(c3ccccc3)CC2)cc1=O)NC1CCCCC1	6.3	1.3	1.4	.	7	-22	3	8	-1.2
COc1ccccc1NC(=O)c1ccc(NC(=O)COC(=O)C2CCCO2)cc1 (stereo not drawn)	-0.1	.	-0.2	-4	-17	3	-5	.	0.7
CCCOC(=O)CSC1=C(C#N)C(c2ccccc2OC)C(C#N)C(=O)N1 (stereo not drawn)	2.0	.	i	4	-5	-1	-1	9	-0.4
O=[N+]([O-])c1ccc(C[n+]2cccc3ccc4cccnc4c32)cc1	-2.8	0.1	i	-3	-4	90*	10	-37	1.9
CCCN1CNC(=S)N(CC2CCCO2)C1 (stereo not drawn)	-2.9	0.7	i	3	0	5	-8	3	-0.7
Cc1c(C(=O)NCCC#N)sc(=O)n1Cc1ccc(F)cc1	0.1	0.7	i	.	-3	.	-1	-11	.
O=C(Nc1ccccc1)N1CCCC1	0.2	-0.5	0.7	-5	2	11	-2	0	-0.1
CCOC(=O)C1CCN(Cc2ccc(F)c(Br)c2)CC1	?	.	i	3	3	-2	-1	-2	0.1
COc1ccc(C2(C)NC(=O)N(CC(=O)NCC(=O)Nc3ccc(F)c(F)c3F)C2=O)cc1OC (stereo not drawn)	-0.5	0.5	-2.9	.	6	2	-2	0	0.5
CCOC(=O)C(=O)NC12CC3CC(CC(C3)C1)C2	1.1	0.4	i	-4	4	-5	1	5	2.6
CN1C(=O)/C(=C/c2cccc([N+](=O)[O-])c2)C(=O)N1c1ccccc1	-2.9	0.2	-2.0	-4	9	-10	6	-3	1.8
COc1c(F)c(F)c(C(=O)O)c(Nc2ccccc2)c1F	0.1	.	i	0	0	-10	1	8	1.1
COc1ccc(C(=O)Cc2ccc(OC)c(OC)c2)cc1	-1.4	.	1.4	-5	2	-7	-6	15	-1.9
Cc1ccc(N2CC(C(=O)N3CCN(c4ccccc4)CC3)CC2=O)cc1 (stereo not drawn)	0.6	0.6	1.6	-1	16	-14	-3	6	0.6
CCOCCCn1c(SCC(=O)Nc2oc(C)c3c(C)n[nH]c(=O)c23)nc2ccccc2c1=O	1.5	3.6	1.2	.	6	10	-1	-13	-0.6
COc1ccc(NC(=O)CSc2nc3ccccc3nc2N2CCCC2)c(OC)c1	1.6	3.6	i	-1	9	-2	-9	-3	2.3
Cc1nc2cc(OC3(C)CCN(Cc4ccc(OC(F)(F)F)cc4)C3)ccc2s1 (stereo not drawn)	-1.7	1.5	0.8	.	33	.	-13	2	.
CCOC(=O)Cc1csc(NC(=O)CSc2nnc(Cc3csc(N)n3)n2C)n1	-0.1	.	0.3	-7	5	11	-3	2	-1.4

Taken from above, seven compounds:
SMILES	BoNT-A LC inh2	TcdB inh	Vc quorum ag	SARS 3CLpro inh	Y pestis TopoI	SSB-PriA inh	Anthrax LF prot	PrPC surface inh	PfHsp40 rescue
O=[N+]([O-])c1ccc(C[n+]2cccc3ccc4cccnc4c32)cc1	-2.8	0.1	i	-3	-4	90*	10	-37	1.9
CCCN1CNC(=S)N(CC2CCCO2)C1 (stereo not drawn)	-2.9	0.7	i	3	0	5	-8	3	-0.7
Cc1c(C(=O)NCCC#N)sc(=O)n1Cc1ccc(F)cc1	0.1	0.7	i	.	-3	.	-1	-11	.
O=C(Nc1ccccc1)N1CCCC1	0.2	-0.5	0.7	-5	2	11	-2	0	-0.1
CCOC(=O)C1CCN(Cc2ccc(F)c(Br)c2)CC1	?	.	i	3	3	-2	-1	-2	0.1
COc1ccc(C2(C)NC(=O)N(CC(=O)NCC(=O)Nc3ccc(F)c(F)c3F)C2=O)cc1OC (stereo not drawn)	-0.5	0.5	-2.9	.	6	2	-2	0	0.5
CCOC(=O)C(=O)NC12CC3CC(CC(C3)C1)C2	1.1	0.4	i	-4	4	-5	1	5	2.6

Further entries.
SMILES	BoNT-A LC inh2	TcdB inh	Vc quorum ag	SARS 3CLpro inh	Y pestis TopoI	SSB-PriA inh	Anthrax LF prot	PrPC surface inh	PfHsp40 rescue
COCCn1cnc2c1c(=O)[nH]c(=O)n2Cc1ccccc1	-1.7	.	i	5	-3	-3	3	.	-1.2
Cc1cc(/C=C2\C(=O)NC(=O)N(C)C2=O)c(C)n1-c1ccc2c(c1)OCO2	1.1	.	i	1	6	-5	0	-1	-1.5
CC(=O)c1cccc(NC(=O)c2ccc(CN3CCc4ccccc4C3)cc2)c1	-4.2	2.5	2.0	0	1	-1	-6	-3	0.0
CCCNc1ccc(S(=O)(=O)N(CC)CC)cn1	-0.7	.	-0.4	7	-4	14	-1	5	-2.1
O=C(Nc1ccc(-c2ccc3nncn3n2)cc1)C1CCCCC1	-0.5	-0.2	-0.4	-1	2	3	-4	-15	-0.2
CCOc1ccccc1-c1nnc(SCC(=O)Nc2ccccc2)o1	-0.6	.	-0.5	0	1	-12	2	6	-1.0
O=C(Nc1ccccc1)N1CCCC2CCCCC21 (stereo not drawn)	-0.6	.	-1.0	1	5	-27	-2	11	-0.2
COc1ccc(NS(=O)(=O)c2cccc(Cl)c2)cc1S(=O)(=O)N1CCCCC1	1.2	0.6	-0.2	-1	8	-11	-2	9	1.1
Cc1ccc(NC(=S)N2CCCC2)cc1Cl	-3.8	0.6	i	1	8	-9	2	-2	-0.4
CS(=O)(=O)c1ccc2nc(NC(=O)Nc3ccc(Cl)cc3)sc2c1	-0.5	1.1	-0.2	5	-2	-13	1	1	-0.4
COC(=O)c1ccc(-c2ccco2)n1Cc1nc(-c2ccc(OC)c(OC)c2)oc1C	-0.2	.	i	0	42	24	-3	3	2.0
C=CCNc1nc(C(=O)OCC(=O)c2ccccc2)cs1	0.0	0.5	-0.3	5	8	-7	-1	6	1.1
